High-throughput results as filed in PubChem.
p97 ATPase inh = inhibitors of human p97 ATPase; P55072; recombinant p97 ATPase, Kinase-Glo ATP luminescence, 3 h; inhibition, % at 8 µM; 220,000 tested, 0.42% active; in the data active = inhibition above about 15%;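 note: 0% = DMSO vehicle and 100% = wells lacking enzyme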
p47phox inh = blocks human p47phox regulatory protein of NADPH oxidases; P14598; p47phox/p22phox peptide binding, fluorescence polarization, 2 h; inhibition, % at 24.7 µM; 220,000 tested, 0.53% active; AID 1274;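 active = inhibition above about 30%, limit read from the data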;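 note: 0% = p47phox with labelled peptide and 100% = labelled peptide alone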
BaF3 parental = parental Ba/F3 viability inhibition as JAK2V617F counter-screen. AID 1486. inhibition, % at 5.6 µM. 220,000 tested, 1.1% active. CellTiter-Glo ATP luminescence;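 active = inhibition above a per-campaign cutoff, the mean inhibition of all tested compounds plus 3 SD, cut at about 27% in these data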;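 note: 0% = DMSO wells and 100% = JAK Inhibitor I control wells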
PGE2 EP2 inh = blocks the human prostaglandin E2 receptor EP2; C6 glioma cells expressing human EP2, cAMP TR-FRET; cells stimulated with saturating PGE2; inhibition, % at 25 µM; 260,000 tested, 0.52% active;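 active = percent inhibition above 40 after rounding to a whole number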;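 note: rat C6 glioma host cells with rolipram phosphodiesterase inhibitor present; the protocol text gives 20 µM as final concentration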
Target sequence (P43116 whole entry, looked up): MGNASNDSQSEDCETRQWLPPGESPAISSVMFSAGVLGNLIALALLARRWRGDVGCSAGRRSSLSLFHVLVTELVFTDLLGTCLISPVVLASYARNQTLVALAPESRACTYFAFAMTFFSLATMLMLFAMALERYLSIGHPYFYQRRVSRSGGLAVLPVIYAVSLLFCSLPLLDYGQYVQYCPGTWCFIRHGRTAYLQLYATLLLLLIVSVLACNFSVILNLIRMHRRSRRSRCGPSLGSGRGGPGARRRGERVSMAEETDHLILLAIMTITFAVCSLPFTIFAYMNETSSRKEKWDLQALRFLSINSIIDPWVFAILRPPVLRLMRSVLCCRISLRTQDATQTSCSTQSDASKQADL
Ba/F3 V617F tox = lowers viability of Ba/F3 cells expressing EpoR and JAK2V617F. ATP luminescence. inhibition, % at 5.6 µM. 220,000 tested, 1.1% active;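 active = inhibition above the campaign mean plus 3 SD over all tested compounds, cut at about 24% in these data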;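 note: cytokine-independent growth of Ba/F3 cells driven by EpoR plus mutant JAK2; 0% = DMSO-treated cells and 100% = JAK inhibitor I control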
RBBP9 inh = inhibitors of human serine hydrolase RBBP9; O75884; recombinant RBBP9, FP-Rh probe fluorescence polarization; inhibition, % at 7.94 µM; 220,000 tested, 0.2% active; AID 1515;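 active = inhibition above the campaign mean of all tested compounds plus 3 SD, cut at about 14% in these data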;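 note: plate controls were DMSO wells with RBBP9 for no effect and wells lacking RBBP9 protein for full effect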
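system = RBBP9 protein | input = RBBP9 at 2.5 µM in dispensed solution, before mixing | measured by = fluorescence polarization (mP), excitation 525 nm, emission 598 nm | incubation = enzyme-compound preincubation 30 min, then probe labeling 45 min, 25 °C | buffer or medium = Tris-NaCl-Pluronic buffer, pH 8.0 | compound = single dose 7.94 µM | also added = FP-Rh probe, 375 nM dispensing solution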
Tb hexokinase = blocks Trypanosoma brucei hexokinase 1 activity; inhibition, % at 10 µM; 220,000 tested, 0.11% active; recombinant TbHK1, G6PDH-coupled NADH A340;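 active = inhibition of 50% or more in the single-dose primary screen; inactive = inhibition below 50%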
Furin inhibitor = human furin inhibition | 220,000 tested, 0.061% active | inhibition, % at 30 µM | P09958 | purified furin, fluorogenic substrate cleavage; in the data active = inhibition above about 25%; note: inactives centre near -15
Target sequence (P09958 108-714 limits assumed): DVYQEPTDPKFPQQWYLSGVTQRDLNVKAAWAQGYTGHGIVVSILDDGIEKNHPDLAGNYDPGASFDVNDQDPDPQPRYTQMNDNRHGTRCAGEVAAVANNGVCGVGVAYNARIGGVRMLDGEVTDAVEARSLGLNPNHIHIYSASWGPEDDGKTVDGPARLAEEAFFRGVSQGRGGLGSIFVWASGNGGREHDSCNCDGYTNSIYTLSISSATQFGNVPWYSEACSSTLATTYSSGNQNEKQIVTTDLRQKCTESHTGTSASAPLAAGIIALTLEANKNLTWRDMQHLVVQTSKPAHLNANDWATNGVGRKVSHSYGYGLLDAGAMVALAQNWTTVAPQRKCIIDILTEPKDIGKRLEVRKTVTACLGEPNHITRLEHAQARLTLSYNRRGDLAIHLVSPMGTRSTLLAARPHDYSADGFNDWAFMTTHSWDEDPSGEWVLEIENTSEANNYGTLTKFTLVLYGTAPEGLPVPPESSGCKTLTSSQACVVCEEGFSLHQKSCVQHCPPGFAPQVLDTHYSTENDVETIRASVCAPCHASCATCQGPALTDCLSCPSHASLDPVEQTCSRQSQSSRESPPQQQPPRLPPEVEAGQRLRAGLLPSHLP
PPC-1+TRAIL kill = kills PPC-1 cancer cells in the presence of TRAIL | cell killing (% activity), % at 4 µM | PPC-1 cells + TRAIL, ATPLite viability luminescence | 220,000 tested, 0.41% active | AID 1443;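 active = cell killing above 50% in the first pass at 4 µM, then a duplicate retest at 5 µM averaging 50% or more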;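 note: plate controls were cells with TRAIL plus DMSO for no effect and medium-only wells lacking cells for full effect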
Starred values were filed as active, the others as inactive; / = not tested or not shown; & = joins results of further samples; [ ] = dose if it differs, or a comment. A portion of the library, so the mix of outcomes need not match the whole.

SMILES	p97 ATPase inh	p47phox inh	BaF3 parental	PGE2 EP2 inh	Ba/F3 V617F tox	RBBP9 inh	Tb hexokinase	Furin inhibitor	PPC-1+TRAIL kill
O=C(OCC(=O)N1c2ccccc2Sc2ccccc21)c1ccc[n+]([O-])c1	2	-6	4	2	0	-5	-3	-22	-9
CCS(=O)(=O)N1CCCC(C(=O)NC2CCCCC2)C1 (stereo unspecified)	5	-9	1	8	-2	-8	3	-17	3
Cc1cccc(COc2ccc(/C(O)=C3\C(=O)C(=O)N(CCN(C)C)C3c3ccncc3)cc2)c1 (stereo unspecified)	-1	-8	3	21	-3	-3	-18	-10[20 µM]	9
CCC/C=N/NC(=O)C1COc2ccccc2O1 (stereo unspecified)	-1	-3	7	2	5	-2	10	-14	-3
Cc1ccc(C2/C(=C(/O)c3cnn(-c4ccccc4)c3C)C(=O)C(=O)N2CCN2CCOCC2)o1 (stereo unspecified)	-1	7	4	12	-1	6	-28	-10[20 µM]	-12
O=C(COc1ccccc1O)Nc1ccc(Cl)cc1	1	-7	2	13	0	2	0	-23	22
COc1ccc(C)cc1NC(=O)C1COc2ccccc2O1 (stereo unspecified)	3	-12	5	9	-2	-3	-1	-30	1
Cc1ccc(NC(=O)Nc2cccs2)c(Cl)c1	11	-9	6	6	-2	-3	-2	-13[20 µM]	2
CCOC(=O)c1nnn2c1nc(N1CCN(C)CC1)c1ccccc12	7	2	1	3	-2	1	-29	-15	13
COc1ccc(-c2cc(C#N)nc(N3CCNCC3)n2)cc1	1	-39	3	5	2	-4	-7	-24[20 µM]	2
CCOc1ccc(N2CC(=O)SC2=S)cc1	-2	-26	4	2	-1	-11	-5	-7	4
COC(=O)c1cc(S(=O)(=O)Nc2nn(C)c3ccccc23)oc1C	7	-10	-1	10	-2	-2	-6	-9	3
COc1ccc(-n2c(=O)c3c4c(sc3n(CC(=O)NCc3ccco3)c2=O)CCC4)c(OC)c1	4	-3	1	9	-3	-7	-5	-20[20 µM]	7
O=c1[nH]c(CSc2cccc[n+]2[O-])nc2ccccc12	4	-13	2	12	-5	-2	-5	-10	-1
COc1ccc(-c2cc(-c3cccs3)c(C#N)c(SCC(=O)NCc3ccco3)n2)cc1	3	12	7	11	7	-13	22	-14	-5
CC(C)OC(=O)C(C#N)c1nc2ccccc2nc1N1CCN(Cc2ccccc2)CC1 (stereo unspecified)	5	-9	3	7	-3	-11	12	-3	-5
c1cncc(N=c2scc(-c3cccc4ccccc34)n2CCCn2ccnc2)c1	3	-11	0	13	1	4	-6	-18	16
C=CCc1cc(Cl)ccc1OCCN1CC(C)OC(C)C1 (stereo unspecified)	-1	-1	5	7	-3	3	-4	-16	0
Nc1nc(CSc2nc3ccccc3s2)nc(Nc2ccccc2)n1	-2	-9	5	11	0	-8	-5	-22	29
CC1CN(Cc2nc3c(c(=O)n(C)c(=O)n3C)n2CCCc2ccccc2)CC(C)O1 (stereo unspecified)	-4	/	3	13	-2	0	-4	-17[20 µM]	/
CCn1nc(NC(=O)C2CCCO2)c2cc3cc(C)ccc3nc21 (stereo unspecified)	4	17	5	3	-3	5	-6	-10	16
CC(=O)n1cc([C@H]2C=C(C(=O)O)O[C@@H](OCCCCO)C2)c2ccccc21	1	/	2	5	-3	0	-8	-25	14
CC(C)c1nc(SCC(=O)c2ccc(F)cc2)c2ccccc2n1	1	-10	11	8	0	-13	0	-18	-5
CCc1cc2c(=O)nc3n(c2s1)Cc1ccccc1/C3=C(/O)c1ccc(F)cc1	2	-20	-1	/	-4	10	-6	-12[20 µM]	1
COc1ccc(OC)c(C(c2nnnn2C2CCCC2)N2CCc3ccccc3C2)c1 (stereo unspecified)	-1	-13	2	7	-1	-5	6	-13	16
COC(=O)C1=C(C)N(Cc2ccccc2)C(=O)N[C@H]1c1cccc(C(F)(F)F)c1	/	-7	/	14	/	/	-2	-24	9
Cc1ccc(NNC(=O)c2snnc2C)cc1Cl	9	-12	2	5	-6	-3	-14	-20	10
Cc1nc(SCC(=O)c2ccc(F)c(F)c2)[nH]c(=O)c1Oc1ccc(F)cc1	6	6	0	11	-4	-2	-5	-14	0
Cc1nn(C)c(C)c1S(=O)(=O)N1CCC(C(=O)NC2CCCCCC2)CC1	0	-9	5	14	-6	-8	7	-28	5
CC(Oc1ccc(Cl)cc1Cl)c1ccn[nH]1 (stereo unspecified)	3	-3	0	7	-6	-5	0	-13	11
COc1ccc(/C=C/C(=O)c2ccccc2)cc1Cn1nnc2ccccc21	9	-19	-3	8	-3	-9	-6	-9	14
CCOC(=O)C1(Cc2ccc(Cl)cc2)CCN(CCCn2cccn2)CC1	-1	-4	4	6	-2	-1	2	-10	16
CCCNC(=O)Nc1ccc(NC(C)=O)cc1	5	-15	6	4	-1	-4	2	-35	7
Cc1ccc(-c2nc3ccccc3[nH]2)cc1N	-21	-23	8	14	9	-9	6	-6[20 µM]	48[5 µM]
CCOC(=O)c1cnc2ccc(OCC)cc2c1NCc1ccccc1	2	2	-5	13	24*	-1	-4	-12	31
COC(=O)C1=C(C)N(c2ccccc2)C(=S)NC1c1ccccc1C(F)(F)F (stereo unspecified)	0	-4	4	6	-2	-2	0	-16	11
Cc1ccc(Cl)cc1-n1ncc2c(NNC(=O)c3ccco3)ncnc21	5	-4	1	4	-3	-7	-9	-26	-10
CCSc1ccccc1C(=O)Nc1nc2ccccc2c(=O)[nH]1	2	-3	1	22	-1	-5	-13	-14	7
CCOC(=O)c1c(C)[nH]c(C2=NNC(=Nc3ccccc3OC)SC2)c1C	6	-40	6	4	2	-2	-21	-11	0
N#C/C(=C\c1ccc(O)cc1)C(=O)N1CCCC1	5	-1	1	1	-4	-8	-41	-17	-2
C=CCNc1nc(Nc2ccc(OC)cc2)nc(OC)n1	4	-8	4	10&3	-3	-3	-4	-9[20 µM]	9
CC(C)N1CCN(Cc2cccc(-c3ccco3)c2)CC1CCO (stereo unspecified)	2	-17	6	6	1	1	5	-20	23
COc1cc(/C=C2\SC(=O)N(c3ccc(O)cc3)C2=O)cc(OC)c1OC	2	-11	1	17	-5	6	-37	-11	-9
O=C(C1CCN(S(=O)(=O)N2CCC3(CC2)OCCO3)CC1)N1CCCCC1	3	-2	6	2	1	1	-4	-24	18
Cc1cc(C(=O)COC(=O)c2ccc3c(c2)NC(=O)CS3)c(C)n1CCc1ccc(Cl)cc1	1	-18	6	7	-1	0	-7	-29	37
CCn1cc(C(=O)N(CCC(C)C)c2c(N)n(Cc3ccccc3)c(=O)[nH]c2=O)c(=O)c2ccc(C)nc21	-3	-11	5	3	-2	4	-10	-19	12
C[C@@H]1CC=C[C@H]2[C@H]1C(=O)N(Cc1ccccc1)[C@H]2c1ccc2ccccc2c1	/	-9	/	17	/	/	13	-10	14
Cc1ccc2cc(CCNC(=O)CC(C)(C)C)c(=O)[nH]c2c1C	-1	13	4	14	-2	-6	-12	-8	10
Cc1ccc(S(=O)(=O)N2CCN(C(=O)CSc3nncs3)CC2)cc1	-2	-7	3	4	4	-12	-3	-13	6
CSc1ccccc1NC(=O)CN(C1CCCCC1)S(C)(=O)=O	-6	-17	7	5	4	-3	0	-27[20 µM]	-7
CCOC(=O)NN1C(=O)c2ccccc2NC1c1ccccc1F (stereo unspecified)	2	-4	3	9	-1	-5	3	-31	/
O=C(O)/C=C/C(=O)NCc1cn(-c2ccccc2)nc1-c1cccc(Br)c1	-2	-28	16	5	7	-4	-2	-1	6
CCc1ccc2[nH]c(=O)c(CN(Cc3ccccc3OC)C(=O)Nc3ccccc3OC)cc2c1	2	-6	2	12&4	1	-1	-12	-19[20 µM]	22
COc1ccc(N2CCN(c3oc(COc4ccc(Cl)cc4Cl)nc3C#N)CC2)cc1	-2	-10	3	13	1	7	-12	-1	18
Fc1cccc2sc(Nc3nc4cc5c(cc4s3)OCO5)nc12	6	-36	4	9	-2	6	-1	-10	31
O=C(Nc1cccc2ccccc12)OC1C=CS(=O)(=O)C1 (stereo unspecified)	-4	0	14	15	6	-4	1	-8[20 µM]	4
CC(=O)Nc1ccc(Nc2ncnc(N)c2[N+](=O)[O-])cc1	-3	-1	-3	1	1	-8	-20	1	16
N/C(=N\N=C\c1ccco1)SC1CC(=O)N(c2ccccc2)C1=O (stereo unspecified)	7	-3	8	7	-3	-8	-7	-16	2
c1ccc(-n2nnc(-c3cccnc3)n2)cc1	8	-7	2	9	2	-7	-1	-35	-6
Cc1nc(N2CCN(c3ccccc3)CC2)nc2c1C(=O)CC(C)C2 (stereo unspecified)	0	-3	6	1	2	-6	-10	-24	15

In another format: results already given.
Values run as follows: p97 ATPase inh | p47phox inh | BaF3 parental | PGE2 EP2 inh | Ba/F3 V617F tox | RBBP9 inh | Tb hexokinase | Furin inhibitor | PPC-1+TRAIL kill
CC(C)N1CCN(Cc2cccc(-c3ccco3)c2)CC1CCO (stereo unspecified)
→ 2 | -17 | 6 | 6 | 1 | 1 | 5 | -20 | 23
COc1cc(/C=C2\SC(=O)N(c3ccc(O)cc3)C2=O)cc(OC)c1OC
→ 2 | -11 | 1 | 17 | -5 | 6 | -37 | -11 | -9
O=C(C1CCN(S(=O)(=O)N2CCC3(CC2)OCCO3)CC1)N1CCCCC1
→ 3 | -2 | 6 | 2 | 1 | 1 | -4 | -24 | 18
Cc1cc(C(=O)COC(=O)c2ccc3c(c2)NC(=O)CS3)c(C)n1CCc1ccc(Cl)cc1
→ 1 | -18 | 6 | 7 | -1 | 0 | -7 | -29 | 37
CCn1cc(C(=O)N(CCC(C)C)c2c(N)n(Cc3ccccc3)c(=O)[nH]c2=O)c(=O)c2ccc(C)nc21
→ -3 | -11 | 5 | 3 | -2 | 4 | -10 | -19 | 12
C[C@@H]1CC=C[C@H]2[C@H]1C(=O)N(Cc1ccccc1)[C@H]2c1ccc2ccccc2c1
→ / | -9 | / | 17 | / | / | 13 | -10 | 14
Cc1ccc2cc(CCNC(=O)CC(C)(C)C)c(=O)[nH]c2c1C
→ -1 | 13 | 4 | 14 | -2 | -6 | -12 | -8 | 10
Cc1ccc(S(=O)(=O)N2CCN(C(=O)CSc3nncs3)CC2)cc1
→ -2 | -7 | 3 | 4 | 4 | -12 | -3 | -13 | 6
CSc1ccccc1NC(=O)CN(C1CCCCC1)S(C)(=O)=O
→ -6 | -17 | 7 | 5 | 4 | -3 | 0 | -27[20 µM] | -7
CCOC(=O)NN1C(=O)c2ccccc2NC1c1ccccc1F (stereo unspecified)
→ 2 | -4 | 3 | 9 | -1 | -5 | 3 | -31 | /
O=C(O)/C=C/C(=O)NCc1cn(-c2ccccc2)nc1-c1cccc(Br)c1
→ -2 | -28 | 16 | 5 | 7 | -4 | -2 | -1 | 6
CCc1ccc2[nH]c(=O)c(CN(Cc3ccccc3OC)C(=O)Nc3ccccc3OC)cc2c1
→ 2 | -6 | 2 | 12&4 | 1 | -1 | -12 | -19[20 µM] | 22
COc1ccc(N2CCN(c3oc(COc4ccc(Cl)cc4Cl)nc3C#N)CC2)cc1
→ -2 | -10 | 3 | 13 | 1 | 7 | -12 | -1 | 18
Fc1cccc2sc(Nc3nc4cc5c(cc4s3)OCO5)nc12
→ 6 | -36 | 4 | 9 | -2 | 6 | -1 | -10 | 31
O=C(Nc1cccc2ccccc12)OC1C=CS(=O)(=O)C1 (stereo unspecified)
→ -4 | 0 | 14 | 15 | 6 | -4 | 1 | -8[20 µM] | 4
CC(=O)Nc1ccc(Nc2ncnc(N)c2[N+](=O)[O-])cc1
→ -3 | -1 | -3 | 1 | 1 | -8 | -20 | 1 | 16
